# EWS-Fli block – EWS/Fli-driven NR0B1 reporter inhibitors, primary screen, A673 cells, NR0B1 luciferase, luminescence, MLPCN library; inhibition, % at 12.6 µM; AID 651661, 2012; 350,000 compounds, 0.67% hits; viability-normalised;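 active = mean inhibition of at least 50% after viability correction, with every replicate also passing that limit; inconclusive = mean reaches 50% but only one of two replicates passes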;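 also: firefly luciferase signal divided by Alamar Blue viability fluorescence both relative to DMSO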
# miR-122 sensor – miR-122 Renilla sensor signal increase in Huh7, primary screen, miR-122 inhibitor project, cell-based, single point, plate reader; AID 602342, 2012; 340,000 compounds, 0.3% hits; Huh7 miR-122 Renilla luciferase sensor, 48 h; neutral wells = 0, positive control = 100; activation (reporter increase), % at 12.5 µM;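 active = mean replicate activation score at least 90 and every replicate individually at or above 90; inconclusive = only one of the two criteria met; inactive = neither criterion met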;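 also: higher luciferase means less miR-122 activity so hits act as miR-122 inhibitors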
# GSIS activator – GLuc luminescence reporter in INS-1E cells, primary screen for activators of glucose-dependent secretion of insulin. INS-1E GLuc reporter insulin secretion, 2-3 h. AID 743287, 2014. activation, % at 16.6 µM. 370,000 compounds, 0.61% hits;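 active = lowest replicate activation of at least 40%, so every replicate reaches that level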;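 also: 0% = median of neutral control wells and 100% = median of IBMX positive control wells; some compounds called inactive have numbers as strong as hits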
# PAX8 reporter – inhibitors of PAX8-driven TPO luciferase reporter, primary screen, RMG-I cells, single concentration; SteadyGlo, 24 h; AID 652154, 2013; inhibition, % at 12.6 µM; 360,000 compounds, 1.2% hits;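 active = mean replicate inhibition at least 60% with every replicate also reaching 60%; inconclusive = only one of the two criteria is met; inactive = mean below 60% and not all replicates reaching 60%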;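 also: luciferase light reporting Pax8 driven TPO promoter activity; plate controls were median of neutral control wells for no effect and mitoxantrone controls for full effect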
# F508del corr – F508del CFTR correction, initial screen, CFBE line, single point | AID 720511, 2013 | CFBE cells, YFP halide quenching; stimulated with forskolin plus potentiator P3; % fluorescence drop versus neutral controls | 350,000 compounds, 0.36% hits | activity (quench increase), % at 7.58 µM;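 active = mean added fluorescence quench of at least 8% versus neutral control, with both replicates also reaching 8%; inconclusive = only one of the mean or replicate conditions met; inactive = mean below 8% and not both replicates reaching 8%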;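 also: cells transiently co-express mutant CFTR-F508del with the halide-sensitive YFP; corrector assay measuring rescue of mutant channel to the surface after 24 h compound exposure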
# FN deposit inh – inhibitors of fibronectin matrix deposition, primary screen, AH1F cells, Alexa488-fibronectin fluorescence, plate reader; AH1F fibroblasts, overnight; inhibition, % at 12.6 µM; 350,000 compounds, 0.086% hits;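 active = mean inhibition across replicates of 30% or more, regardless of how many single replicates reach that level; inconclusive = mean under 30% yet at least half of replicates reach 30%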;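 also: positive control wells lacked labelled fibronectin entirely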
#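 Assay system: AH1F fibroblasts assembling fluorescent fibronectin matrix; Amount: 10000 AH1F cells per well; Buffer or medium: DMEM, 2% serum; Probe or stimulus: Alexa488-fibronectin, 24 nM final in well; Doses: single compound dose, delivered by pin transfer; Incubation: 1 h adhesion, overnight exposure; Measured by: fluorescence 485/525 nm; Read-out: fibronectin deposition inhibition.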
# DENV2 CPE rescue – inhibitors of DENV2 cytopathic effect, primary screen, cell-based, plate reader, single concentration; DENV2-infected cells, cytopathic effect rescue; CPE inhibition, % at 9.99 µM; 350,000 compounds, 1.7% hits; AID 651640, 2012; in the data active = CPE inhibition above about 20%, passing the limit was not always enough; inconclusive = no clear call, values can overlap the other calls; tested in BHK-21 cells;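 also: 0% = median of neutral control wells and 100% = median of positive control wells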
# An asterisk follows results filed as active; ? = inconclusive; . = not tested or not shown; [ ] = dose if it differs, or a comment.
SMILES,EWS-Fli block,miR-122 sensor,GSIS activator,PAX8 reporter,F508del corr,FN deposit inh,DENV2 CPE rescue
CSc1ccc(C(=O)C2CCCN(C(=O)CCc3cnn(C)c3)C2)cc1 (stereo not drawn),.,9,-2,.,-1.9,-6,-1
Fc1ccc(/C=N/Nc2nc3ccccc3[nH]2)cc1F,-80,.,.,-73,0.9,-6,2
O=C(C[C@H]1C[C@H]2c3cc(NC(=O)C4CCOCC4)ccc3O[C@H]2[C@@H](CO)O1)NCc1cc(F)ccc1F,-12,-1[16.7 µM],14,-23,0.7,.,?
Cc1ccc(-n2nc3c(=O)n(CCCC(=O)N4CCC(C(N)=O)CC4)nc(C)c3c2C)cc1,9,-2,-6,-12,0.2,18,11
CCOC(=O)N1CCN(C(=O)CN(C2CCCCC2)S(C)(=O)=O)CC1,.,-4,-5,7,.,2,.
COc1ccc(CNC(=O)COC(=O)/C=C/c2cccs2)cc1,.,3,-8,4,.,-8,.
CC(C)NC(=O)N(C)C[C@@H]1Oc2ccc(NS(=O)(=O)c3ccc(F)cc3)cc2CC(=O)N([C@@H](C)CO)C[C@H]1C,0,-1[16.7 µM],0,-2,-0.7,11,-6
CCOc1cc(C(=O)NCC(C)(C)CNC(=O)c2cc(OCC)c(OCC)c(OCC)c2)cc(OCC)c1OCC,8,5,-7,19,.,2,-2
COc1cccc(NS(=O)(=O)c2csc(C(N)=O)c2)c1,-11,.,.,7,0.2,2,3
Cc1noc(C)c1NC(=O)Nc1ccc2c(c1)C(=O)N([C@H](C)CO)C[C@H](C)[C@@H](CN(C)Cc1ccccc1)OCCCC[C@@H](C)O2,2,10[16.7 µM],16,-11,1.2,-2,1
COc1ccc(-c2ccc(=O)n(CC(=O)NC3CCc4ccccc43)n2)cc1OC (stereo not drawn),6,-8,47*,-7,-1.6,9,8
C[C@@H]1CCCCO[C@@H](CN(C)Cc2ccc(C(F)(F)F)cc2)[C@H](C)CN([C@H](C)CO)C(=O)c2cc(NC(=O)Cc3ccccc3)ccc2O1,14,-10[16.7 µM],-15,91*,2.8,.,40*
O=C(COC(=O)/C=C/c1ccc(Cl)cc1Cl)Nc1cccc(S(=O)(=O)NC2=NCCC2)c1,-4,-2,15,2,-0.8,.,0
Cc1ccc(/C=C/C(=O)Nc2nnc(C)s2)o1,.,.,-6,-19,.,3,.
Cc1ccc(NC(=O)CCCn2nc(C)c3c(C)n(-c4ccccc4)nc3c2=O)cc1C,.,-5,1,-6,-0.7,1,10
C[C@H](CO)N1C[C@H](C)[C@@H](CN(C)S(=O)(=O)c2cn(C)cn2)Oc2ccc(NS(C)(=O)=O)cc2C1=O,2,4[16.7 µM],4,.,1.1,.,11
CCN(Cc1cc(=O)n2cc(Cl)c(C)c(Cl)c2n1)Cc1nc2ccccc2c(=O)[nH]1,-5,.,1,14,1.1,4,-1
CC(=O)N[C@@H]1[C@@H](O)[C@@H]2OC(c3ccccc3)OC[C@H]2O[C@@H]1N=[N+]=[N-] (stereo partly drawn),-5,1,1,6,2.0,1,1
Cc1cccc(CC(=O)N2CCCC2)c1,2,-3,2,14,-1.7,-6,7
COC(=O)C1C2CC(=O)C(C2)C1C(=O)OC (stereo not drawn),-4,.,-11,10,-0.9,.,10
O=C(CSCc1ccc(Br)cc1)N1CCCC1,20,.,4,-14,-3.8,2,.
CN1CCN(C(=O)C[C@H]2C[C@@H]3c4cc(NC(=O)Nc5ccc(F)cc5)ccc4O[C@@H]3[C@H](CO)O2)CC1,-1,2[16.7 µM],8,.,0.8,3,-4
COc1cc(Cl)c(C)cc1NC(=O)CCCn1c(=O)oc2ccccc21,4,.,-12,1,-1.7,-3,14
C=CCNc1nc(C(=O)OCC)nc2ccccc12,-1,.,2,-30,1.0,0,3
CCN=C1S/C(=C\c2cc(Cl)c(OC)c(OC)c2)C(=O)N1CC,13,-4,11,10,-1.8,2,3
Cc1csc(C(C)NC(=O)c2ccc(OC3CCN(CCc4ccccc4)CC3)cc2)n1 (stereo not drawn),.,-7,-15,14,1.6,10,-2
Cc1cc(NC(=O)COc2ccc([N+](=O)[O-])cc2)no1,0,.,22,-4,-2.5,2,-6
COc1ccc(NC(=O)N(C)C[C@@H]2OCCCC[C@H](C)Oc3ccc(NC(=O)Cc4ccccc4)cc3C(=O)N([C@H](C)CO)C[C@H]2C)cc1,-6,-2[16.7 µM],-8,.,-3.9,.,6
CC(=O)N1N=C(c2ccc(C)o2)CC1c1ccc(F)cc1 (stereo not drawn),.,.,1,-1,.,-3,.
Cc1ccc(C)c(-n2cc(CNCCc3cnccn3)c(-c3ccccc3)n2)c1,3,-4,-2,-7,-1.6,2,2
C/C=C/c1ccc2c(c1)O[C@H](CN(C)C(=O)c1ccc3c(c1)OCO3)[C@@H](C)CN([C@@H](C)CO)S2(=O)=O,12,44[16.7 µM],8,.,0.2,-6,-9
O=[N+]([O-])c1ccc2cn(-c3ccccc3)nc2c1,-73,-2,.,-205,.,2,-5
Cc1cc(C(=O)COC(=O)c2ccc(Cl)c(S(N)(=O)=O)c2)c(C)n1C1CC1,-11,.,-4,-250,7.6,-5,-3
COc1cc(C(=O)N/N=C/c2ccc(OC(=O)N3CCOCC3)cc2)cc(OC)c1OC,-6,17,8,-25,-1.5,-8,4
C/C=C/c1ccc([C@@H]2[C@@H](CO)N3C(=O)CN(C(=O)c4ccc(F)cc4)C[C@H]23)cc1,1,.,-1,6,0.6,.,5
C/C(=N/NC(=O)c1ccncc1)C1=C(O)CC(C)(C)CC1=O,-4,.,3,14,5.8,2,6
Cc1ccc(S(=O)(=O)Nc2ccc3c(c2)CC(=O)N([C@@H](C)CO)C[C@H](C)[C@H](CN(C)C(=O)Nc2ccc(C(F)(F)F)cc2)O3)cc1,14,-6[16.7 µM],-14,-18,1.7,.,-11
C[C@@H]1CN([C@H](C)CO)C(=O)Cc2cc(NS(=O)(=O)c3cccs3)ccc2O[C@H]1CN(C)C(=O)Nc1ccc(C(F)(F)F)cc1,6,7[16.7 µM],-2,0,2.8,.,-3
CCCc1cc(NCCCn2ccnc2)n2nc(C)c(-c3ccccc3)c2n1,30,.,-32,-31,-3.6,-4,-9
CCc1ccc(-c2cc(C)no2)cc1S(=O)(=O)Nc1ccc(Cl)cn1,.,54,13,-9,0.0,5,-4
CCOC(=O)C1=CCN(S(=O)(=O)c2ccc(F)cc2)C1c1cccc(C)c1 (stereo not drawn),-8,-2,-11,-5,4.4,5,4
CCS(=O)(=O)N[C@H]1CC[C@H](CC(=O)N2CCCCC2)O[C@H]1CO,-4,.,.,-10,0.5,.,0
O=C(Nc1cccc(S(=O)(=O)NC2=NCCCCC2)c1)c1cc(-c2ccccc2)nc2ccccc12,1,-2,-1,13,.,8,9
CCn1cc(C(=O)OCC(=O)Nc2ccccc2OC(F)F)c(=O)c2ccc(C)nc21,3,1,11,7,4.7,0,4
Cc1ccc(-c2ccc([C@@H]3[C@H]4CN(C(=O)c5cccnc5)CC(=O)N4[C@H]3CO)cc2)cc1,8,.,-11,18,5.7,.,5
CC(C)CC#Cc1ccc2c(c1)O[C@H](CN(C)C(=O)c1ccncc1)[C@H](C)CN([C@H](C)CO)S2(=O)=O,-2,-14[16.7 µM],14,.,1.5,-3,2
CCCCN1CC(=O)N2[C@H]3c4cc(C)ccc4OC[C@@H]3[C@H](c3ccccc3)[C@]2(C)C1=O,12,-9,.,-21,-5.0,-4,.
CCOc1cccc(C(=O)NNC(=O)C2C3C=CC(C3)C2C(=O)O)c1 (stereo not drawn),0,-8,49,.,-1.5,0,12
COC(=O)c1ccc(-c2noc(CN(Cc3ccncc3)CC3CCCO3)n2)cc1 (stereo not drawn),-5,.,3,12,-1.6,2,-6
CCOC(=O)C1=CN(Cc2cccc(-c3cccnc3)c2)S(=O)(=O)N(C)C1C (stereo not drawn),-7,6,3,101*,0.1,.,-1
O=C(COC(=O)CNS(=O)(=O)c1ccc(F)c(F)c1F)NC1CCCC1,9,.,57,-7,-0.2,-6,-5
O=C(CCNS(=O)(=O)c1ccc(Cl)cc1)N1CCN(c2ncccn2)CC1,0,0,11,0,-1.5,-2,-4
O=c1oc(Cc2ccccc2)nc2ccccc12,-26,-3,16,-37,3.3,8,14
CN(C)CC#Cc1ccc([C@@H]2[C@@H](CO)N3CCCCN(C(=O)Nc4ccc(F)cc4)C[C@H]23)cc1,-2,3[16.7 µM],3,-58,0.0,.,11
O=C1CCCCN1CCCC(=O)N1CCCC(Nc2ccc(F)c(F)c2)C1 (stereo not drawn),.,-5,11,-3,0.7,.,-13
CC(=O)N1CCC(C(=O)N2c3ccccc3N=C(c3ccc4c(c3)OCO4)C2C(=O)Nc2c(C)cccc2C)CC1 (stereo not drawn),-55,.,12,-41,2.2,-5,-7
CO[C@@H]1CN(C)C(=O)c2ccc(NC(=O)C3CCC3)cc2OC[C@@H](C)N(C(=O)NC(C)C)C[C@@H]1C,-9,-10[16.7 µM],3,.,-0.3,10,4
CSc1ncc(Cl)c(C(=O)Nc2ccccc2Br)n1,4,4,12,30,-0.7,8,1
O=C1S/C(=C/c2ccccc2)C(=O)N1CC(O)Cn1c2ccccc2c2ccccc21 (stereo not drawn),-1,-4,-1,5,.,.,.
CCOc1cc(C(=S)N2CCCC2)ccc1OC(=O)Cc1ccc(F)cc1,9,-1,-12,-5,5.1,-2,7
C[C@H](CO)N1C[C@H](C)[C@@H](CN(C)S(=O)(=O)c2ccccc2)Oc2ccc(N(C)C)cc2CC1=O,.,2[16.7 µM],22,-2,-1.3,.,0

# Part of the list above in order of SMILES length, high to low:
SMILES,EWS-Fli block,miR-122 sensor,GSIS activator,PAX8 reporter,F508del corr,FN deposit inh,DENV2 CPE rescue
C[C@H](CO)N1C[C@H](C)[C@@H](CN(C)S(=O)(=O)c2cn(C)cn2)Oc2ccc(NS(C)(=O)=O)cc2C1=O,2,4[16.7 µM],4,.,1.1,.,11
O=C(C[C@H]1C[C@H]2c3cc(NC(=O)C4CCOCC4)ccc3O[C@H]2[C@@H](CO)O1)NCc1cc(F)ccc1F,-12,-1[16.7 µM],14,-23,0.7,.,?
CO[C@@H]1CN(C)C(=O)c2ccc(NC(=O)C3CCC3)cc2OC[C@@H](C)N(C(=O)NC(C)C)C[C@@H]1C,-9,-10[16.7 µM],3,.,-0.3,10,4
Cc1ccc(-c2ccc([C@@H]3[C@H]4CN(C(=O)c5cccnc5)CC(=O)N4[C@H]3CO)cc2)cc1,8,.,-11,18,5.7,.,5
CCCCN1CC(=O)N2[C@H]3c4cc(C)ccc4OC[C@@H]3[C@H](c3ccccc3)[C@]2(C)C1=O,12,-9,.,-21,-5.0,-4,.
CCN(Cc1cc(=O)n2cc(Cl)c(C)c(Cl)c2n1)Cc1nc2ccccc2c(=O)[nH]1,-5,.,1,14,1.1,4,-1
COc1cc(C(=O)N/N=C/c2ccc(OC(=O)N3CCOCC3)cc2)cc(OC)c1OC,-6,17,8,-25,-1.5,-8,4
CCCc1cc(NCCCn2ccnc2)n2nc(C)c(-c3ccccc3)c2n1,30,.,-32,-31,-3.6,-4,-9
COc1cccc(NS(=O)(=O)c2csc(C(N)=O)c2)c1,-11,.,.,7,0.2,2,3

# Compound activity as filed in PubChem.
